# High-throughput results deposited in PubChem BioAssay by Broad Institute.
# PGC1a acetyl inh = modulators of PGC1a acetylation | U2OS PGC1a acetylation, AlphaScreen anti-acetyl-lysine; with virally co-expressed GCN5 acetyltransferase | inhibition, % at 15.6 µM | actives 0.17% (n = 350,000);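 active means every replicate shows inhibition of at least 40%; inconclusive means mean inhibition at least 40% but some replicate below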;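 further: 0% = neutral control wells and 100% = positive control wells; some results beyond the cut were filed as inactive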
# ARNT-TACC3 inh = disruptors of human ARNT/TACC3 interaction; Q9Y6A5; AlphaScreen His-ARNT PAS-B/GST-TACC3 binding, luminescence; TACC3 fragment carries E629A point mutation; inhibition, % at 9.99 µM; actives 0.66% (n = 390,000);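 active means mean inhibition of replicates at least 50% and at least half of replicates each reaching 50%; inconclusive means half or more replicates reach 50% but mean below 50%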;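 further: 0% = complete ARNT plus TACC3 wells and 100% = ARNT alone without TACC3; many hits fall short of the cut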
# Cneo AK release = causes C. neoformans cell lysis; adenylate kinase release luminescence, 4 h; normalised: neutral wells 0, clomiphene wells 100; lysis activity, % at 15 µM; actives 0.2% (n = 360,000);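 active means mean lysis activity across replicates of at least 80%, whatever share of replicates individually reach that level; inactive means mean lysis activity below 80%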
#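 Material: C. neoformans cells; Schedule: 4 h static compound exposure, 37 °C, read 1 h post-reagent; Measured by: adenylate kinase release luminescence; Read-out: signal increase indicating cell lysis; Controls: Clomiphene as positive lysis control.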
# INS-1E GSIS act = GLuc luminescence reporter in INS-1E cells, primary screen for activators of glucose-dependent secretion of insulin | INS-1E GLuc reporter insulin secretion, 2-3 h | actives 0.61% (n = 370,000) | activation, % at 16.6 µM;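 active means lowest replicate activation of at least 40%, so every replicate reaches that level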;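 further: 0% = median of neutral control wells and 100% = median of IBMX positive control wells; some compounds called inactive have numbers as strong as hits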
# LGR2 inh = inhibitors of bursicon-induced Drosophila LGR2 receptor cAMP signaling; HEK293 LGR2, CRE-luciferase, bursicon-stimulated, 4 h; inhibition, % at 9.99 µM; actives 0.35% (n = 380,000); AID 720647;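 active means drop in luminescence signal, shown as inhibition above about 50% in the replicate tests, limit read from the data, passing the limit was not always enough; inconclusive means probably only some replicates passing the limit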;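 further: agonist challenge used bursicon conditioned medium at about half maximal strength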
# PAX8 reporter = PAX8 transcriptional activity inhibition; RMG-I TPO-luciferase reporter, SteadyGlo, 24 h; inhibition, % at 12.6 µM; actives 1.2% (n = 360,000);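 active means mean replicate inhibition at least 60% with every replicate also reaching 60%; inconclusive means only one of the two criteria is met; inactive means mean below 60% and not all replicates reaching 60%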;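 further: luciferase light reporting Pax8 driven TPO promoter activity; plate controls were median of neutral control wells for no effect and mitoxantrone controls for full effect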
# PglD DTNB = PglD (C. jejuni) enzyme inhibition. inhibition, % at 12.5 µM. actives 0.098% (n = 360,000). purified PglD enzyme, DTNB colorimetric CoA detection. AID 602405; in the data active means inhibition above about 16%, passing the limit was not always enough; inconclusive means no clear call, values can overlap the other calls; further: strong numbers were not always called active
# Statin myotox sup = suppression of simvastatin myotoxicity. AID 602340. C2C12 myotubes + simvastatin, ATP luminescence, 48 h; scaled: DMSO 0, geranylgeraniol control 100. actives 0.78% (n = 330,000). rescue of ATP level, % at 7.49 µM;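 active means mean ATP rescue above about 67%, or every replicate alone reaching that limit, limit read from the data, passing the limit was not always enough; inconclusive means no clear call, values can overlap the other calls; inactive means mean under the limit and some replicate under it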;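 further: myotubes were challenged with 10 µM simvastatin during compound exposure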
# Starred values were filed as active, the others as inactive; u = inconclusive; x = not tested or not shown.
(1) CCNC(=O)CC1S/C(=N/N=C(\C)c2ccccc2)NC1=O (stereo not given)
(2) CCOC(=O)C1=C(C)NC(C)=C(C(=O)OCC)C1C(=O)OCC(=O)NC(C)c1ccccc1 (stereo not given)
(3) COc1ccccc1C1=NOC(COC(=O)c2ccc3ccccc3n2)C1 (stereo not given)
(4) O=C(COC(=O)c1cc[n+]([O-])cc1)NCC12CC3CC(CC(C3)C1)C2
(5) CN1C(=O)c2cc(NC(=O)c3ccc(F)c(F)c3)ccc2OC[C@@H]2O[C@H](CC(=O)N[C@@H]3CCN(Cc4ccccc4)C3)CC[C@H]21
(6) C[C@@H]1CCCCO[C@@H](CN(C)C(=O)Cc2ccccc2)[C@@H](C)CN([C@@H](C)CO)C(=O)c2cc(NC(=O)Nc3ccc4c(c3)OCO4)ccc2O1
compound no.,1,2,3,4,5,6
PGC1a acetyl inh,x,x,-10,7,x,4
ARNT-TACC3 inh,-7,-4,15,-20,-7,15
Cneo AK release,x,2,-2,-1,10,11
INS-1E GSIS act,7,-17,5,-12,-11,-5
LGR2 inh,-2,7,5,-8,-6,-11
PAX8 reporter,-10,-3,x,x,5,-9
PglD DTNB,x,2,-8,2,1,-1
Statin myotox sup,x,-9,6,-4,-14,x

# Arranged by length of the SMILES (low to high): part of the list above
(1) CCNC(=O)CC1S/C(=N/N=C(\C)c2ccccc2)NC1=O (stereo not given)
(3) COc1ccccc1C1=NOC(COC(=O)c2ccc3ccccc3n2)C1 (stereo not given)
(4) O=C(COC(=O)c1cc[n+]([O-])cc1)NCC12CC3CC(CC(C3)C1)C2
(2) CCOC(=O)C1=C(C)NC(C)=C(C(=O)OCC)C1C(=O)OCC(=O)NC(C)c1ccccc1 (stereo not given)
(6) C[C@@H]1CCCCO[C@@H](CN(C)C(=O)Cc2ccccc2)[C@@H](C)CN([C@@H](C)CO)C(=O)c2cc(NC(=O)Nc3ccc4c(c3)OCO4)ccc2O1
compound no.,1,3,4,2,6
PGC1a acetyl inh,x,-10,7,x,4
ARNT-TACC3 inh,-7,15,-20,-4,15
Cneo AK release,x,-2,-1,2,11
INS-1E GSIS act,7,5,-12,-17,-5
LGR2 inh,-2,5,-8,7,-11
PAX8 reporter,-10,x,x,-3,-9
PglD DTNB,x,-8,2,2,-1
Statin myotox sup,x,6,-4,-9,x

# Next section:
(7) CC1CCN(C(=O)COC(=O)c2cc(=O)[nH]c3ccccc23)CC1
(8) C[C@H](CO)N1C[C@H](C)[C@H](CN(C)C(=O)C2CCCCC2)Oc2cc(C#CCN(C)C)ccc2S1(=O)=O
(9) Cc1ccccc1N(CC(=O)NCc1ccccc1)C(=O)CCC(=O)Nc1nccs1
(10) CO[C@H]1CN(C)C(=O)c2ccc(NC(=O)C3CCC3)cc2OC[C@@H](C)N(C)C[C@@H]1C
(11) CC1Cc2ccccc2N1CC(=O)N(C)c1c(N)n(Cc2ccccc2)c(=O)[nH]c1=O (stereo not given)
(12) Cc1nonc1NC(=O)OCCN1CCOC1=O
compound no.,7,8,9,10,11,12
PGC1a acetyl inh,-3,1,x,x,x,7
ARNT-TACC3 inh,-3,1,-9,-18,x,-2
Cneo AK release,-3,0,2,-3,7,0
INS-1E GSIS act,25,8,5,-3,-2,9
LGR2 inh,-15,3,-22,9,-17,-18
PAX8 reporter,-198,-41,-5,5,2,x
PglD DTNB,-1,-8,-4,0,-4,-9
Statin myotox sup,33,-2,1,-2,5,x

(13) CC(=O)c1c(C)n(C)c2ccc(O)cc12
(14) CCOC(=O)c1c(NC(=S)NC(C)=O)sc(C)c1C
(15) CC(CC(=O)N1CCN(C(=O)c2ccccc2)CC1)c1ccccc1 (stereo not given)
(16) CCOCCCNC(=O)c1cc(C)nn1-c1ccccc1
(17) CCCNC(=O)N1CCCC(C(N)=O)C1 (stereo not given)
(18) C[C@@H]1CCCCO[C@@H](CN(C)C)[C@@H](C)CN([C@H](C)CO)C(=O)c2cc(NS(=O)(=O)c3cn(C)cn3)ccc2O1
compound no.,13,14,15,16,17,18
PGC1a acetyl inh,14,x,8,11,4,-4
ARNT-TACC3 inh,0,-3,15,-29,-17,-3
Cneo AK release,-2,x,0,0,x,-2
INS-1E GSIS act,x,6,10,x,7,20
LGR2 inh,x,1,-4,1,0,-24
PAX8 reporter,x,10,9,-9,-11,-12
PglD DTNB,2,x,-5,x,x,-2
Statin myotox sup,6,x,1,1,x,x

(19) C=CCN1C(=O)c2ccc(C(=O)N(CC)CC(=O)Nc3c(F)cccc3F)cc2C1=O
(20) C/C=C/c1ccc2c(c1)O[C@@H](CN(C)C(=O)c1ccncc1)[C@@H](C)CN([C@H](C)CO)S2(=O)=O
(21) CC(CNC(=O)c1ccccc1Cl)c1ccccc1 (stereo not given)
(22) C[C@@H]1CCCCO[C@@H](CN(C)C(=O)CCC(F)(F)F)[C@H](C)CN([C@@H](C)CO)C(=O)c2cc(NC(=O)c3ccncc3)ccc2O1
(23) CCCn1c(N)c(N2CCCCC2)c(=O)n(CC(=O)Nc2cccc(S(=O)(=O)N(C)C)c2)c1=O
(24) CSCCC(NC(=O)c1ccccc1Br)C(=O)NCc1ccc(F)cc1 (stereo not given)
compound no.,19,20,21,22,23,24
PGC1a acetyl inh,x,-6,4,2,2,1
ARNT-TACC3 inh,-9,-5,20,-8,x,-8
Cneo AK release,-6,-1,-3,-7,-1,0
INS-1E GSIS act,25,9,4,5,-2,-4
LGR2 inh,4,0,-14,-21,-15,-1
PAX8 reporter,8,-10,-139,0,19,0
PglD DTNB,0,1,0,0,0,-2
Statin myotox sup,1,-3,-4,x,-9,5

(25) COc1ccc(C(=O)NC(C)c2ccccc2)cc1Br (stereo not given)
(26) Cc1cc(C)cc(NC(=O)N2CCN(Cc3ccc4c(c3)OCO4)CC2)c1
(27) O=C(Nc1c(C(=O)c2ccccc2)oc2ccccc12)c1cc(-c2ccccc2O)n[nH]1
(28) COc1cc(CCC(=O)NCc2ccc3c(c2)OCO3)cc(OC)c1OC
(29) COc1ccc(NC(=O)CSc2nnc(-c3ccc(F)cc3)o2)cn1
(30) Nc1c(N(CCC2=CCCCC2)C(=O)CCCOc2ccccc2)c(=O)[nH]c(=O)n1Cc1ccccc1
compound no.,25,26,27,28,29,30
PGC1a acetyl inh,-13,2,x,6,2,x
ARNT-TACC3 inh,0,1,-3,-7,5,-2
Cneo AK release,x,x,x,5,0,2
INS-1E GSIS act,-2,6,6,4,x,-7
LGR2 inh,22,-13,-15,-6,-11,22
PAX8 reporter,-3,4,-5,2,-67,1
PglD DTNB,x,x,x,4,4,-2
Statin myotox sup,x,-6,x,-10,2,-90

(31) COc1ccc(/C=C/C(=O)OCC(=O)NCCC2=CCCCC2)cc1OC
(32) C/C(=C\c1ccccc1)C(=O)N1CCN(c2cccc(C(F)(F)F)c2)CC1
(33) CCN1C(=O)/C(=C\c2ccc(-c3ccc([N+](=O)[O-])cc3OC)o2)SC1=Nc1cccc(C(=O)O)c1
(34) CC1CCN(CC(=O)Nc2cccc(C(=O)Nc3cccc(C(F)(F)F)c3)c2)CC1
(35) COc1cccc(N2CC(C(=O)Nc3nnc(SCC(=O)Nc4ccc(NC(C)=O)cc4)s3)CC2=O)c1 (stereo not given)
(36) Cn1c(CC(=O)Nc2ccccc2F)nnc1SCC(=O)Nc1ccccc1Br
compound no.,31,32,33,34,35,36
PGC1a acetyl inh,x,-2,x,-11,2,0
ARNT-TACC3 inh,2,-1,-14,27,-2,-3
Cneo AK release,x,3,x,x,-1,2
INS-1E GSIS act,-34,-20,-2,-5,6,1
LGR2 inh,-2,6,-46,-18,-6,-15
PAX8 reporter,22,11,6,20,x,-1
PglD DTNB,x,0,x,x,3,-2
Statin myotox sup,x,x,x,-10,5,6

(37) O=C(NCC(=O)N1CCCCC1)c1sc2ccccc2c1Cl
(38) O=C(NNS(=O)(=O)c1ccc(Cl)cc1)c1cc(-c2ccccc2)n[nH]1
(39) Cc1cc([N+](=O)[O-])ccc1NC(=O)CSc1nnc(C)n1C
(40) COC(=O)CCC(=O)Nc1ccc(NC(=O)CCC(=O)OC)cc1
(41) O=C(O)C[C@H]1C[C@H]2c3cc(NC(=O)Cc4ccncc4)ccc3O[C@H]2[C@H](CO)O1
(42) O=C(Nc1ncn[nH]1)c1ccc(Cl)c(Cl)c1
compound no.,37,38,39,40,41,42
PGC1a acetyl inh,0,2,x,2,2,x
ARNT-TACC3 inh,4,9,-15,-1,x,5
Cneo AK release,3,0,0,x,x,1
INS-1E GSIS act,14,x,-7,1,5,44*
LGR2 inh,-82,-5,3,9,-3,4
PAX8 reporter,-187,2,7,x,-25,13
PglD DTNB,-8,3,-1,x,x,-2
Statin myotox sup,6,12,-8,x,x,4

(43) O=C(Cc1ccccn1)N[C@H]1CC[C@@H](CC(=O)N2CCCCC2)O[C@@H]1CO
(44) COc1ccc(OC)c(NC(=O)c2cc(-c3cc(Cl)ccc3O)n[nH]2)c1
(45) Oc1ccccc1CN1CCN(C(c2ccccc2)c2ccccc2)CC1
(46) CCC(=O)N1CCCCN2[C@H](CO)[C@@H](c3ccc(-c4cccc(C(=O)N(C)C)c4)cc3)[C@H]2C1
(47) COc1cccc(N2CCN(C(=O)c3ccc(Cl)c(NC4=NC5CS(=O)(=O)CC5S4)c3)CC2)c1 (stereo not given)
(48) COc1cc(/C=C2/CCCC(C(=O)C(F)(F)F)=C2O)ccc1O
compound no.,43,44,45,46,47,48
PGC1a acetyl inh,5,-18,-39,4,10,3
ARNT-TACC3 inh,8,19,3,-10,2,3
Cneo AK release,9,-2,-1,-1,-3,0
INS-1E GSIS act,-6,x,-13,10,8,-9
LGR2 inh,19,x,8,6,4,-3
PAX8 reporter,-3,26,20,-14,-2,-12
PglD DTNB,2,-5,-16,-2,-4,-6
Statin myotox sup,2,-28,-5,x,-3,41

# Profiles, looked up by structure. Order of values: PGC1a acetyl inh | ARNT-TACC3 inh | Cneo AK release | INS-1E GSIS act | LGR2 inh | PAX8 reporter | PglD DTNB | Statin myotox sup
# Listed for Oc1ccccc1CN1CCN(C(c2ccccc2)c2ccccc2)CC1 → -39 | 3 | -1 | -13 | 8 | 20 | -16 | -5
# Listed for O=C(Cc1ccccn1)N[C@H]1CC[C@@H](CC(=O)N2CCCCC2)O[C@@H]1CO → 5 | 8 | 9 | -6 | 19 | -3 | 2 | 2
# Listed for COc1ccc(OC)c(NC(=O)c2cc(-c3cc(Cl)ccc3O)n[nH]2)c1 → -18 | 19 | -2 | x | x | 26 | -5 | -28
# Listed for CCC(=O)N1CCCCN2[C@H](CO)[C@@H](c3ccc(-c4cccc(C(=O)N(C)C)c4)cc3)[C@H]2C1 → 4 | -10 | -1 | 10 | 6 | -14 | -2 | x
# Listed for COc1cccc(N2CCN(C(=O)c3ccc(Cl)c(NC4=NC5CS(=O)(=O)CC5S4)c3)CC2)c1 (stereo not given) → 10 | 2 | -3 | 8 | 4 | -2 | -4 | -3

# Next section:
(49) COCC(=O)N(C[C@H]1N[C@H](CO)[C@H]1c1ccc(-c2cccnc2)cc1)C(C)C
(50) O=C(Cc1ccccc1Cl)Nc1cccnc1
(51) CC(Sc1nnc(COc2ccc(Cl)cc2)n1Cc1ccccc1)C(=O)O (stereo not given)
(52) CCc1ccc(S(=O)(=O)/N=C2\C=C(NS(=O)(=O)c3ccccc3)C(=O)c3ccccc32)cc1
compound no.,49,50,51,52
PGC1a acetyl inh,-2,x,-6,x
ARNT-TACC3 inh,1,-5,-6,19
Cneo AK release,54,x,x,-10
INS-1E GSIS act,4,14,-10,-5
LGR2 inh,9,u,17,2
PAX8 reporter,-2,-8,4,3
PglD DTNB,4,x,x,-8
Statin myotox sup,-3,x,x,8
